NCI-60 one-dose screen, 48 h, at 10 µM unless noted. Numbers give growth in % (100 = growth as untreated, 0 = no growth, -100 = all killed).
SNB-75: SNB-75 CNS cancer. 79,000 tested, 5% active. AID 1794750
SF-539: SF-539 CNS cancer; 81,000 tested, 6.8% active; AID 1794752
PC-3: PC-3 prostate cancer cells; AID 1794754; 80,000 tested, 3.9% active
SNB-19: SNB-19 CNS cancer cells. 81,000 tested, 2.5% active
SF-295: SF-295 CNS cancer cells | 79,000 tested, 5.6% active | AID 1794758
DU-145: DU-145 prostate cancer; 81,000 tested, 4.2% active
HCC-2998: HCC-2998 colon cancer; 79,000 tested, 4.7% active
SF-268: SF-268 CNS cancer cells | 82,000 tested, 3.1% active | AID 1794759
U251: U251 CNS tumor cells. 80,000 tested, 5.4% active. AID 1794753
* = called active by the depositor; nt = not tested or not shown; & = joins results of further samples. How the source made its calls: active means growth percent below 10; inactive means the rest. Compounds as they come; 9.9% or so of the library scored in one or more.

SMILES	SNB-75	SF-539	PC-3	SNB-19	SF-295	DU-145	HCC-2998	SF-268	U251
COc1cc(NC(=O)c2ccc(C)cc2)ccc1C(=O)NC(=S)Nc1ccc(S(N)(=O)=O)cc1	111	89	80	99	97	102	115	100	88
CC(=O)CCSc1ccc(O)cc1	92	99	89	97	103	108	100	102	89
CCCCN(CCCC)CCC(=O)c1cc(-c2ccccc2)oc1-c1ccccc1	94	107	93	106	103	103	103	97	100
CC(C)(C)c1ccc([N+](=O)[O-])cc1Br	88	97	106	110	95	107	98	99	109
C=C(C)[C@@H]1CC[C@]2(CO)CC[C@]3(C)[C@H](CC[C@@H]4[C@@]5(C)CCC(NCCc6ccc(O)cc6)C(C)(C)[C@@H]5CC[C@]43C)[C@@H]12 (some centres not stated)	-87*	-88*	-84*	-82*	-96*	-96*	-90*	-89*	-94*
CC(C)(C)n1cc(-c2ccnc(NCCCNS(=O)(=O)c3ccccc3)n2)c(-c2ccc(Cl)c(O)c2)n1	99	99	66	106	105	87	109	90	94
O=C(CSc1nnnn1-c1ccccc1)c1cc2cc(Cl)cc(Cl)c2oc1=O	83	nt	90	102	92	111	103	98	97
O=C(Cc1csc2[n+]1C(=O)/C(=C/c1cccc([N+](=O)[O-])c1)S2)Nc1ccccc1	76	108	85	92	89	108	104	94	84
CC(C)(C)c1nn(-c2ccccc2)c2c1COCN2Cc1ccncc1	102	92	nt	88	132	109	125	108	99
CCCCC(O)Cn1ncc(C(=O)OCC)c1NC(=O)Nc1cccc(C(F)(F)F)c1 (configuration not stated)	64	78	34	51	28	48	86	73	41
CC(C)c1cc(C(C)(C)C)c(O)c(C(C)(C)C)c1	78	115	97	103	nt	102	79	94	98
NCCN1CCN(c2nc(-c3ccccc3)nc3nc(-c4ccccc4)oc23)CC1	-77*	-88*	15	-20*	-84*	-79*	-14*	-65*	-51*
Cc1cc2c(s1)CCCC1CC(=O)N(CN3CCN(c4ccccc4F)CC3)N=C21 (configuration not stated)	91	101	98	98	109	106	104	100	98
OCCOCCN1CCN(C2=Nc3ccccc3Sc3ccccc32)CC1	92&92	102&103	85&84	101&113	95&100	110&110	116&93	97&109	96&95
COc1ccc(/C=N/c2n[nH]c(Nc3ccc(OC)cc3)n2)cc1	109	94	105	101	101	116	103	108	106
Cc1nc2cc(O)c(O)cc2cc1Oc1ccc(NC(=O)c2ccc(Cl)c(C(F)(F)F)c2)cc1	90	91	70	95	103	98	110	100	89
C[n+]1c(/C=C/c2c(O)ccc3ccccc23)ccc2ccccc21	50	-15*	25	42	41	49	60	61	17
CCn1c(N)c2nnn(-c3ccc(S(N)(=O)=O)cc3)c2nc1=S	97	104	90	98	102	109	98	102	98
O=c1c2ccccc2nc(COc2ccccc2)n1NCc1ccc(F)cc1	76	96	104	82	99	114	108	105	102
COc1ccc(-c2nc(-c3nc4cc(C)c(C)cc4[nH]3)c3ccccn23)cc1	52	94	42	58	35	80	77	59	60
COc1ccc(-c2nnc(NC(=O)Nc3ccc(S(N)(=O)=O)cc3)s2)cc1	nt	101	109	105	100	111	100	103	110
COc1ccc2c3c(ccc2c1)C(=O)/C(=C\O)CC3	92	96	88	103	107	111	104	94	83
O=C(CN1CCOCC1)Nc1ccc2ncnc(Nc3ccc(OCc4cccc(F)c4)c(Cl)c3)c2c1	69	75	52	72	74	50	89	69	77
CC1(c2cc(NC(=O)Cc3ccc(F)c(Cl)c3)n(CC3CCCCC3)n2)CC1	78	104	94	101	93	113	105	100	105
N#CCC(=O)Nc1ccc(NC(=O)c2ccccc2-c2ccccc2C(=O)O)cc1	87	119	103	114	117	104	103	109	103
Oc1ccc(N=Cc2ccccc2)cc1	105	95	68	99	112	89	100	96	96
Cc1nc(-c2ccc(Cl)cc2)ccc1-c1nnc(SCC(=O)O)o1	98	95	107	94	97	109	109	108	98
COc1ccc(C2=NN3C(C2)c2cc(Cl)ccc2OC3c2ccncc2)cc1 (configuration not stated)	77	87	64	87	87	90	90	64	74
CN(C(=O)CN1C(=O)/C(=C/c2ccco2)SC1=S)C1CCS(=O)(=O)C1 (configuration not stated)	89	104	102	96	104	103	104	94	102
COc1cccc(CNc2ccnc3[nH]c4ccc(C#N)cc4c23)c1	146	91	94	97	114	112	112	98	98
O=C(Cn1nnc2ccccc21)Nc1ccc(-c2nc3ccccc3s2)cc1	106	71	83	103	85	74	94	92	90
Cc1cccc(C)c1NC(=O)Nc1ccccc1	108	108	71	91	67	9.3*	100	96	77
CC(=O)O[C@H]1[C@H](CC#CC#CC[C@@H]2C[C@]3(C)[C@H]4CC=C5[C@H]6[C@@H](C)[C@H](C)CC[C@]6(C(=O)NCCN(CCN)CCN)CC[C@@]5(C)[C@]4(C)CC[C@H]3C(C)(C)[C@H]2OC(C)=O)C[C@]2(C)[C@H]3CC=C4[C@H]5[C@@H](C)[C@H](C)CC[C@]5(C(=O)NCCN(CCN)CCN)CC[C@@]4(C)[C@]3(C)CC[C@H]2C1(C)C	68	84	52	32	nt	86	72	87	36
COc1nc2ccc(C)cc2cc1-c1nc2c(cnn2-c2ccc(Br)cc2)c(=O)[nH]1	26	12	28	42	27	53	88	50	15
O=C(NNc1ccc([N+](=O)[O-])cn1)OCCOCCOC(=O)NNc1ccc([N+](=O)[O-])cn1	104	112	90	105	116	101	107	110	100
NC1=C(O)C(=O)C(c2c(Cl)cccc2Cl)O1 (configuration not stated)	87	97	88	89	84	107	104	96	92
N#Cc1ccccc1-c1ccc(CN2C(=O)Cc3cc(CCn4cnnc4)c(Cl)cc32)cc1	90	nt	48	82	88	107	88	84	88
CCOC(=O)CCCc1cccc2ccccc12	104	109	102	105	107	104	114	103	95
CC(=O)CC(=O)NCCN1CCN=C1C	111	101	103	112	110	93	92	94	95
Cn1cc(-c2nn3cc(-c4ccc([N+](=O)[O-])cc4)nc3s2)c2cc(Br)ccc21	71	83	nt	87	95	67	101	85	95
Cc1ccncc1CNC(=O)c1ccccc1	85	111	100	97	107	127	106	113	106
N#Cc1ccc(C(=O)C2C(C#N)C(C#N)C3c4ccccc4C=CN23)cc1 (configuration not stated)	43	58	61	52	64	82	101	62	85
CC1(C)CC[C@]2(C(=O)N3CCOCC3)CC[C@]3(C)C(=CC[C@@H]4[C@@]5(C)C/C(=C/c6ccco6)C(=O)C(C)(C)[C@@H]5CC[C@]43C)[C@@H]2C1	29	86	60	100	95	73	103	63	101
COc1ccc(C2=C(C#N)[C@]3(C(=O)Nc4ccc(OC)cc43)c3c(-c4ccccc4)nn(-c4ccccc4)c3N2)cc1	77	88	44	80	75	97	97	70	75
O=C(Nc1ccc(C2=NCCN2)cc1)Nc1ccc(C2=NCCN2)cc1	88	89	102	91	81	93	99	94	94

A run of entries from further up, for reference:
SMILES	SNB-75	SF-539	PC-3	SNB-19	SF-295	DU-145	HCC-2998	SF-268	U251
COc1ccc(C2=NN3C(C2)c2cc(Cl)ccc2OC3c2ccncc2)cc1 (configuration not stated)	77	87	64	87	87	90	90	64	74
CN(C(=O)CN1C(=O)/C(=C/c2ccco2)SC1=S)C1CCS(=O)(=O)C1 (configuration not stated)	89	104	102	96	104	103	104	94	102
COc1cccc(CNc2ccnc3[nH]c4ccc(C#N)cc4c23)c1	146	91	94	97	114	112	112	98	98
O=C(Cn1nnc2ccccc21)Nc1ccc(-c2nc3ccccc3s2)cc1	106	71	83	103	85	74	94	92	90
Cc1cccc(C)c1NC(=O)Nc1ccccc1	108	108	71	91	67	9.3*	100	96	77
CC(=O)O[C@H]1[C@H](CC#CC#CC[C@@H]2C[C@]3(C)[C@H]4CC=C5[C@H]6[C@@H](C)[C@H](C)CC[C@]6(C(=O)NCCN(CCN)CCN)CC[C@@]5(C)[C@]4(C)CC[C@H]3C(C)(C)[C@H]2OC(C)=O)C[C@]2(C)[C@H]3CC=C4[C@H]5[C@@H](C)[C@H](C)CC[C@]5(C(=O)NCCN(CCN)CCN)CC[C@@]4(C)[C@]3(C)CC[C@H]2C1(C)C	68	84	52	32	nt	86	72	87	36
COc1nc2ccc(C)cc2cc1-c1nc2c(cnn2-c2ccc(Br)cc2)c(=O)[nH]1	26	12	28	42	27	53	88	50	15
O=C(NNc1ccc([N+](=O)[O-])cn1)OCCOCCOC(=O)NNc1ccc([N+](=O)[O-])cn1	104	112	90	105	116	101	107	110	100
NC1=C(O)C(=O)C(c2c(Cl)cccc2Cl)O1 (configuration not stated)	87	97	88	89	84	107	104	96	92
N#Cc1ccccc1-c1ccc(CN2C(=O)Cc3cc(CCn4cnnc4)c(Cl)cc32)cc1	90	nt	48	82	88	107	88	84	88
CCOC(=O)CCCc1cccc2ccccc12	104	109	102	105	107	104	114	103	95
CC(=O)CC(=O)NCCN1CCN=C1C	111	101	103	112	110	93	92	94	95
Cn1cc(-c2nn3cc(-c4ccc([N+](=O)[O-])cc4)nc3s2)c2cc(Br)ccc21	71	83	nt	87	95	67	101	85	95
Cc1ccncc1CNC(=O)c1ccccc1	85	111	100	97	107	127	106	113	106
N#Cc1ccc(C(=O)C2C(C#N)C(C#N)C3c4ccccc4C=CN23)cc1 (configuration not stated)	43	58	61	52	64	82	101	62	85

(listing goes on)
SMILES	SNB-75	SF-539	PC-3	SNB-19	SF-295	DU-145	HCC-2998	SF-268	U251
C=C1CC[C@@H]2[C@]3(C)COC(c4cn[nH]c4-c4ccc(F)cc4)O[C@@H]3CC[C@@]2(C)[C@@H]1C/C=C1/C(=O)OCC1O (some centres not stated)	nt	-83*	8.8*	22	-27*	-23*	-95*	17	-83*
COc1ccc(C(=O)Nc2ccc(-c3cc(=O)c4c(O)c(OC)c(OC)cc4o3)cc2)cc1	103	94	100	107	108	100	98	104	98
COc1cc(OC)cc(C2=C3CC[C@@H]4[C@H](CC[C@]5(C)C(=O)CC[C@@H]45)C3=CC3C(O)c4cccnc4N4C(=O)COC234)c1 (some centres not stated)	73	102	95	92	98	110	97	93	94
CCO/C=N/C1=C(C#N)C(c2ccc(Cl)cc2)c2c(c3cc(C)ccc3[nH]c2=O)O1 (configuration not stated)	nt	77	86	86	90	95	99	80	87
CC1(C)CC[C@]2(C(=O)O)CC[C@]3(C)C(=CC[C@@H]4[C@@]5(C)C/C(=C/c6ccccn6)C(=O)C(C)(C)[C@@H]5CC[C@]43C)[C@@H]2C1	89	91	66	93	64	81	96	86	74
O=C(Nc1ccc(-c2ccc3c(c2)NC(=O)/C3=C\c2ccc[nH]2)cc1)Nc1cccc(Cl)c1	17	-80*	14	20	-31*	25	-24*	32	-52*
Cc1ccc(N2CCN(C(N)=S)CC2)cc1Cl	69	96	70	112	99	102	93	98	90
CCOC(=O)c1c(C=O)nc2ccccc2c1/C=C/c1ccc(OC)cc1	83	99	91	95	100	106	101	99	94
COc1cc(C2CC(c3ccc(Cl)cc3)=Nc3c(C)nn(-c4ccccc4)c3N2)ccc1Oc1ccnc2cc(Cl)ccc12 (configuration not stated)	54	88	62	81	93	97	92	86	83
CCc1ccc(NC2CC(=O)N(CCc3ccccc3)C2=O)cc1 (configuration not stated)	90	103	93	97	100	105	101	95	101
C=C(Br)C(=O)OC	84	96	81	108	102	107	100	97	89
COc1cc(/C=N\NC(=O)CN2CCN(c3cc4c(cc3F)c(=O)c(C(=O)N/N=C/c3cc(OC)c(OC)c(OC)c3)cn4C3CC3)CC2)cc(OC)c1OC	nt	-68*	-20*	19	17	8.6*	-95*	-6.3*	2.1*
CC(C(=O)NCCc1c[nH]c2ccccc12)N1C(=O)/C(=C/c2ccco2)SC1=S (configuration not stated)	70	99	95	92	100	111	115	92	99
c1ccc(CN(N=C(c2ccccc2)c2ccccc2)c2ccccc2)cc1	87	108	78	104	85	106	99	94	94
Cc1ccc(C(C)C)cc1C(=O)C[n+]1ccccc1	95	97	99	106	94	107	107	99	104
Cc1ccc(C(CC(=O)O)CC(=O)O)c(O)c1	86	96	98	102	98	110	101	106	97
NS(=O)(=O)c1cccc(Nc2nc(SCC(=O)c3ccccc3)nc3c2CCC3)c1	93	87	84	96	87	93	118	93	86
CC(=O)OC[C@]1(C)C=C2C(=O)[C@](C)(O)C3(CC3)C(C)=C2[C@H]1OC(C)=O	56	95	88	83	83	17	82	69	79
CC(C)NC(=O)N/C=C(\C#N)C(N)=O	83	98	95	110	102	107	97	101	114
BrCCc1ccc(CCCc2ccccc2)cc1	104	104	93	101	122	112	105	105	87
CCSc1nnc(C2=CC(=O)c3ccccc3C2=O)n1-c1ccccc1	95	107	76	83	91	102	107	92	86

Two of the compounds above, with values under each structure.
Sequence of screens – SNB-75	SF-539	PC-3	SNB-19	SF-295	DU-145	HCC-2998	SF-268	U251
CC(C)NC(=O)N/C=C(\C#N)C(N)=O
→ 83	98	95	110	102	107	97	101	114
BrCCc1ccc(CCCc2ccccc2)cc1
→ 104	104	93	101	122	112	105	105	87

Screening results as filed in PubChem.
